Keap1-Nrf2 PPI: inhibitors of human Keap1-Nrf2 protein-protein interaction; Keap1 Kelch-Nrf2 peptide fluorescence polarization, 1536-well; inhibition, % at 9.4 µM; 0.15% of 340,000 active; AID 504523; in the data active = inhibition above about 12%;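 note: human Keap1 Kelch domain with fluorescein labeled Nrf2 9mer peptide probe; 0% = neutral control wells and 100% = peptide positive control; higher means more block of Keap1 binding to Nrf2 peptide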
Target sequence (Q14145 whole entry, looked up, the tested form may be a part): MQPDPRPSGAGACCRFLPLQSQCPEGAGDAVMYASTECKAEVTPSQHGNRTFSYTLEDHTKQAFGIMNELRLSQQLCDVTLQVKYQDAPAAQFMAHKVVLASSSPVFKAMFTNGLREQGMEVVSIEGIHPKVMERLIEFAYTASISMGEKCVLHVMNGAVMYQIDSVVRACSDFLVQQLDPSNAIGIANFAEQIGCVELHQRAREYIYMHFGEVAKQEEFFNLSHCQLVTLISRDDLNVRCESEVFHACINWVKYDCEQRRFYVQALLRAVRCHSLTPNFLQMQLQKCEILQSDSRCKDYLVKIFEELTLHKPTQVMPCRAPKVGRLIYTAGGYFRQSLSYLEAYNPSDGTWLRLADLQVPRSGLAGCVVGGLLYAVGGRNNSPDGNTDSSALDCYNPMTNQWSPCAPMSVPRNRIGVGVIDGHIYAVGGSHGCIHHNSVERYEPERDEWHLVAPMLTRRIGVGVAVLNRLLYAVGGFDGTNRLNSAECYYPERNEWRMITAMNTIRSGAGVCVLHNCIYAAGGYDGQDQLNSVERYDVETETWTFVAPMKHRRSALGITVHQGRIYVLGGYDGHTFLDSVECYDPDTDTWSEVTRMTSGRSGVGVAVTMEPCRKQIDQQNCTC
DSG3 Ab inh: human desmoglein-3 autoantibody binding inhibition. DSG3-coupled beads, scFv-anti-DSG3-GFP binding, flow cytometry; active compounds read low. binding (percent of control), % at 10 µM. P32926. 0.48% of 310,000 active;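 active = binding more than 3 SD below its plate's average and above zero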;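 note: hits lower antibody fragment binding to DSG3; some compounds called inactive have numbers as strong as hits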
CAL PDZ FP-1: inhibitors of human CAL PDZ peptide binding | purified CAL PDZ, TMR-peptide fluorescence polarization, 1 h | inhibition, % at 24.9 µM | 0.92% of 300,000 active | AID 602252;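 active = mean inhibition of at least 30% with at least half of replicates also reaching 30%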;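 note: 0% = DMSO neutral control and 100% = excess unlabeled competitor peptide PRC23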
V-ATPase pHluor: regulators of yeast V-ATPase proton transport; S. cerevisiae, pHLuorin cytosolic pH fluorescence; 0.37% of 350,000 active; response, % at 10 µM; in the data active = response mostly above about 7.3%, no sharp cut-off; inactive = mostly below about 5.4%; note: actives read high; inactives centre near 0; some compounds called inactive have numbers as strong as hits
C-LANA FP: KSHV C-LANA DNA binding inhibition; MBP-C-LANA/FAM-LBS DNA binding, fluorescence polarization; 0.078% of 340,000 active; inhibition, % at 9 µM; AID 504423;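 active = highest replicate inhibition at or above 60% at 9 µM, even if other replicates fall short; inactive = all replicates below 60% inhibition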;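 note: 0% = neutral control wells and 100% = 4 µM acridine orange control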
RTF Ca sens inh: cardiac RTF calcium desensitization; P19429+P45379; inhibition, % at 7.15 µM; IANBD-labeled cardiac RTF, Ca2+ fluorescence; 0.12% of 340,000 active;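 active = inhibition above the mean inhibition of all tested compounds plus 3 SD, cut at about 17% in these data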;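 note: assay run at fixed EC70 calcium of 1.6 mM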
NSD2 inh: blocks human histone methyltransferase NSD2; O96028; NSD2 peptide methylation, AlphaScreen, 120 min; inhibition, % at 12.5 µM; 0.54% of 310,000 active; in the data active = inhibition above about 50%
CAL PDZ FP-2: human CAL PDZ-peptide interaction inhibition; Q9HD26; purified CAL PDZ, TMR-peptide fluorescence polarization, 1 h; inhibition, % at 20 µM; 0.02% of 330,000 active; AID 504414;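 active = highest replicate inhibition of at least 40%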;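 note: plate controls were DMSO neutral control wells for no effect and unlabeled competitor peptide control wells for full effect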
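Read-out basis: mP drop reported as inhibition | Assay system: Tagged CAL PDZ protein CerCALP, purified | Benchmarks: Unlabelled peptide for full inhibition, DMSO wells as neutral | Schedule: 1 h incubation at room temperature before polarization reading | Buffer or medium: Sodium phosphate/NaCl buffer pH 7.4 with TCEP, IgG, Thesit | Doses: Single point, 20 µM | Measured by: Fluorescence polarization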
DAGLB inhibitor: blocks human DAGLB lipase activity. Q8NCG7. HEK293T DAGLB membrane lysate, EnzChek fluorogenic substrate. 0.059% of 340,000 active. AID 504411. inhibition, % at 5.17 µM; in the data active = inhibition above about 34%;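 note: 0% = enzyme with vehicle and 100% = wells lacking enzyme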
Arr AP2 block: inhibitors of human beta-arrestin and AP2 interaction. FITC-arrestin peptide / GST-AP2 beads, flow cytometry; AP2 beta2 appendage carries R879A mutation. inhibition, % at 10 µM. 0.31% of 340,000 active. AID 504490;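 active = inhibition above a set limit, near 3 SD of compounds lacking own fluorescence, cut at about 54% in these data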;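 note: plate controls were DMSO wells for no effect and 5 µM unlabelled arrestin peptide for full effect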
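System: GST-AP2 R879A bound to glutathione beads, E. coli-expressed. Also added: 50 nM FITC-arrestin peptide. Schedule: compound with beads 12 min RT, then probe 1 h RT. Signal: bead flow cytometry, FITC channel. Read-out basis: percent response.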
Starred values were filed as active, the others as inactive; . = not tested or not shown.

SMILES	Keap1-Nrf2 PPI	DSG3 Ab inh	CAL PDZ FP-1	V-ATPase pHluor	C-LANA FP	RTF Ca sens inh	NSD2 inh	CAL PDZ FP-2	DAGLB inhibitor	Arr AP2 block
O=C(CSc1nnc(SCc2cccc3ccccc23)s1)Nc1ccc(C(=O)O)cc1	2	102	-2	-1	1.4	3	5	-1.1	2	-11
COC(=O)/C(C#N)=C/c1c(N2CCN(c3ccc(OC)cc3)CC2)nc2c(C)cccn2c1=O	0	87	-10	-2	0.3	0	6	0.2	5	-3
CC(=O)c1ccc2c(c1)Cc1cc(C(C)=O)ccc1-2	-4	92	0	0	-1.1	-14	-2	-0.5	-1	-9
O=C(NC1CCCCC1)c1ccc2[nH]c(=O)c(=O)[nH]c2c1	1	99	-3	0	0.6	-2	1	-3.0	-1	-18
S=C(Nc1ccccc1)N1CCC(Cc2ccccc2)CC1	0	100	-2	-1	1.3	-10	0	.	-10	12
Cc1ccccc1NC(=O)CCc1nnc2ccc(N3CCC4(CC3)OCCO4)nn12	-1	.	-4	-1	1.4	-6	-6	-2.1	-3	2
CCOc1ccccc1CNC(=O)Cn1ccc2cc(S(=O)(=O)N3CCCCCC3)ccc21	-3	103	1	0	-0.7	-6	-5	-2.3	0	33
NCCCC[C@H]1CN=C(N)N1CCCCC1CCCCC1	-3	121	-2	-7	-0.7	-2	.	-0.4	3	4
Nc1ccc(-c2c3ccccc3nc3ccccc23)cc1	1	105	-3	-2	-2.6	6	0	0.1	3	11
O=c1cc(O)c2c(=O)n(C3CCCCC3)c3ccccc3c2o1	-8	106	.	-2	0.2	-10	-4	-1.8	2	2
COc1ccc(/C=N/NC(=O)CCc2n[nH]c(=O)[nH]c2=O)cc1OC	-3	104	1	1	0.3	4	4	0.2	1	23
Cc1ccc(C)c(NC(=O)C2CCCN2/C=C/C(=O)C(F)(F)F)c1 (stereo not given)	-1	99	-2	1	-0.9	0	0	0.5	0	-4
Cc1ccc(/C=N/NC(=O)c2ccc(-n3cccc3)cc2)o1	-1	92	-4	0	1.0	-4	2	-1.1	2	-2
O=C(Nc1ccc2c(c1)OCCO2)C(c1ccc(F)cc1)N1CCCCC1 (stereo not given)	-2	.	0	1	1.4	7	3	-1.9	-3	18
CCOC(=O)c1sc(=S)n(-c2ccccc2)c1N(C(C)=O)C(C)=O	-8	106	-3	0	-0.6	-5	6	-1.5	1	-7
COc1ccc(-n2nc(C(=O)NCC(=O)Nc3cc(OC)c(OC)c(OC)c3)c3ccccc3c2=O)cc1	1	108	-3	7	-1.2	5	1	-0.8	-1	42
CN(C)/C=C/C(=C\C(=O)C(F)(F)F)Nc1ccc(C(F)(F)F)cc1	-4	199	.	-2	0.1	-1	-2	0.4	0	0
COc1ccc(NC(C)=O)cc1NC(=O)CSc1nnc(-c2ccncc2)n1C	-6	103	2	8	-1.1	2	-1	0.5	-1	7
COc1ccc(Br)c(C(=O)OCC(=O)NC(=O)NC2CCCC2)c1	-2	106	-6	-1	0.5	-11	0	-0.6	0	-10
CNC(=O)c1[nH]cnc1C(=O)Nc1ccccc1OC	-2	106	-3	4	0.2	-12	-1	-1.8	1	.
c1ccc(CN2CCN(CCOCCOc3ccc4c(c3)CCC4)CC2)cc1	-3	114	3	-2	-0.1	-9	.	-0.6	-5	0
CCC1CCCCN1CC(O)COCc1cccc(OC)c1 (stereo not given)	0	108	2	3	1.8	0	2	-0.9	-1	-8
Cc1cccc(C(=O)NC(=S)NNC(=O)COc2c(C)cccc2C)c1	-1	117	0	1	0.5	-1	2	0.0	-2	7
COc1ccc(-c2cc(=O)n(-c3ccc([N+](=O)[O-])cc3)[nH]2)cc1	-3	106	-3	2	-2.0	-1	5	-0.9	19	-4
Cc1cnc(C(=O)OCC(=O)Nc2cccc3ccccc23)cn1	0	.	-14	0	0.5	-8	-2	-0.8	2	-7
COc1cc(NC(=O)COC(=O)c2cnc(C)cn2)c(C)cc1[N+](=O)[O-]	2	98	-3	-1	0.0	-2	-6	-1.8	1	-4
COc1ccc(C(=O)N2CCN(c3ccc(C)cc3C)CC2)cc1OC	-2	103	.	2	-0.8	-1	.	-1.3	-3	5
c1ccc(CC2CCN(C(c3cccs3)c3nnnn3C3CCCC3)CC2)cc1 (stereo not given)	-4	100	-5	5	0.0	-2	.	-2.3	-5	9
Cc1c(NC(=O)c2cc3c(s2)-c2ccccc2OC3)cccc1[N+](=O)[O-]	-1	113	.	4	-1.4	0	-1	-1.5	-2	0
CC(=O)N1CCN(S(=O)(=O)c2cccc(C(=O)OCC(=O)N(CCC#N)c3ccc(F)cc3)c2)CC1	-3	108	.	3	0.5	7	-1	-0.1	2	-12

3 compounds drawn at random from those above, as already listed:
SMILES	Keap1-Nrf2 PPI	DSG3 Ab inh	CAL PDZ FP-1	V-ATPase pHluor	C-LANA FP	RTF Ca sens inh	NSD2 inh	CAL PDZ FP-2	DAGLB inhibitor	Arr AP2 block
COc1cc(NC(=O)COC(=O)c2cnc(C)cn2)c(C)cc1[N+](=O)[O-]	2	98	-3	-1	0.0	-2	-6	-1.8	1	-4
Cc1cnc(C(=O)OCC(=O)Nc2cccc3ccccc23)cn1	0	.	-14	0	0.5	-8	-2	-0.8	2	-7
c1ccc(CN2CCN(CCOCCOc3ccc4c(c3)CCC4)CC2)cc1	-3	114	3	-2	-0.1	-9	.	-0.6	-5	0

Next compounds.
SMILES	Keap1-Nrf2 PPI	DSG3 Ab inh	CAL PDZ FP-1	V-ATPase pHluor	C-LANA FP	RTF Ca sens inh	NSD2 inh	CAL PDZ FP-2	DAGLB inhibitor	Arr AP2 block
CCN(CC)S(=O)(=O)c1ccc(Cl)c(NC(=O)c2cc(Cl)ccc2Cl)c1	0	101	1	-2	1.1	0	-2	0.0	-2	17
Cc1ccc(C(c2nnnn2CS(=O)(=O)c2ccc(C)cc2)N2CCN(c3ncccn3)CC2)cc1 (stereo not given)	4	101	-2	5	-1.2	-1	-3	-1.1	-14	10
CN(C)c1ccc(/C=N/NC(=O)CN(c2ccccc2Cl)S(C)(=O)=O)cc1Br	-2	104	1	1	-1.5	-1	0	-2.8	3	4
C=C(C)[C@@H]1CC=C(CO)CC1	1	100	-5	-1	-1.5	2	.	-0.6	0	11
CCNC(=S)NCC	-2	100	.	4	0.1	-6	-4	0.1	1	-2
CCOC(=O)C1CCN(C(=O)Cc2c(C(=O)O)n(CC)c3ccccc23)CC1	2	106	-6	-1	0.2	-7	.	-1.0	-1	29
COc1ccc2[nH]c(C(=O)N(Cc3ccccn3)Cc3ccccn3)cc2c1	-6	110	-3	37*	-1.8	1	0	-0.6	1	-18
COc1cccc(/C=C/C(=O)Nc2ccccc2N2CCOCC2)c1	-5	118	-6	-1	-3.4	10	4	-1.7	-7	-19
N/C(CSc1ccccn1)=N\OCc1c(Cl)cccc1Cl	2	108	.	3	-1.8	3	-3	-0.5	-3	17
COC(=O)c1sc2ccccc2c1-n1cccc1C(=O)C(=O)Nc1ccc(Cl)cc1	-5	107	.	-4	-2.2	-4	-2	-1.4	-5	9
CCOC(=O)C(=O)Nc1ccc(Oc2ccccc2)cc1	5	102	-3	-1	0.8	1	1	-0.3	-6	-1
Cc1ccc(NCN2C(=O)c3ccccc3C2=O)cc1Cl	.	103	.	0	.	.	-4	.	-4	.
O=C(/C=C/c1cccs1)Nc1nccs1	1	104	-7	2	-0.3	-15	-4	-2.3	0	17
Cc1ccc(S(=O)(=O)N(C)Cc2ccc(C(=O)N/N=C3\CC(=O)CC(C)(C)C3)cc2)cc1	-3	94	4	-2	1.3	-38	-1	0.5	0	8
CN(C)C(CNC(=O)c1ccc2nc[nH]c2c1)c1ccccc1 (stereo not given)	-8	114	2	-4	-2.1	-16	1	-2.9	2	3
C=CCNC(=S)N1CCC(C(=O)c2ccc(Cl)cc2)CC1	-4	103	9	0	-1.9	-5	1	1.4	-2	-7
COc1cc(C(=O)NCCNc2nc3ccc(C)cc3cc2C#N)cc(OC)c1OC	-6	105	-3	8	1.8	-5	-1	-0.4	-3	7
CC1(C)NC(=O)N(CCCCOc2cccc(C(F)(F)F)c2)C1=O	5	103	-2	15*	1.8	-2	-1	.	-1	29
COc1ccc(CC(=O)NCC2CCCN(Cc3ccc(OC(F)(F)F)cc3)C2)cc1 (stereo not given)	-4	109	63*	1	-2.0	-5	-1	-4.0	-2	-3
Cc1ccccc1NC(=O)CC1C(=O)NCCN1C(=O)c1cccc(Cl)c1 (stereo not given)	8	.	-4	-3	0.4	-4	-2	-1.4	0	37
CC1CCN(CCOc2ccccc2-c2ccccc2)CC1	-2	101	0	7	-0.4	-5	3	0.1	2	-2
COc1ccc(OC)c(CCNC(=O)c2ccc3c(=O)[nH]c4c(C(=O)NC(C)C)sc(=S)n4c3c2)c1	1	97	-4	-2	-1.2	0	5	-1.1	4	8
O=C(Cc1ccccc1)Nc1ccc(CN2CCOCC2)cc1	-4	100	-1	4	2.1	-7	-2	-1.8	0	2
CC1CN(CC(=O)NCc2ccc(F)cc2)CC(C)O1 (stereo not given)	4	108	-2	1	0.7	7	-8	-4.0	2	16
O=C(CSc1ccccc1)Nc1ccccc1N1CCOCC1	0	98	-2	-4	0.0	-7	3	.	-3	23
Cc1cc(O)cc(=O)n1C	1	99	-3	2	0.2	-16	7	-2.5	-7	8
Fc1ccc(NC(=S)Nc2ccccc2Cl)cc1	-9	106	-1	-2	0.7	-1	-1	-2.8	-1	.
O=C(c1cc(COc2ccc(F)cc2Cl)on1)N1CCN(C2CCCCC2)C(=O)C1	1	107	-6	1	1.5	-12	1	-2.8	-3	-9
Cc1csc(NC(=O)c2cc([N+](=O)[O-])cc([N+](=O)[O-])c2)n1	-5	107	-1	1	0.1	0	3	-0.2	5	9
Cc1cc(S(=O)(=O)N2CCN(CC(=O)N(C)Cc3ccccc3)CC2)ccc1Br	-3	99	-9	4	-0.7	-2	-1	-0.8	0	-12
Cc1ccccc1-n1nnnc1SCC(=O)NCC1(N2CCOCC2)CCCCC1	1	84	-6	-1	1.5	-3	-3	-0.1	-2	0
O=C(CNS(=O)(=O)c1ccc(Br)s1)NCc1ccccc1	-4	104	-3	-1	0.1	-4	9	-3.3	-2	6
O=C(NCc1ccc2c(c1)OCO2)c1cc(S(=O)(=O)N2CCCCC2)ccc1F	-5	104	0	2	0.5	-1	-1	-1.3	-1	-2
COc1ccc(C(=O)c2oc3nc(C)cc(C)c3c2N)cc1	-2	104	-5	0	-1.7	-3	-5	-1.8	2	5
C=CCc1cc(C=O)cc(OCC)c1O	-3	104	-2	2	-0.3	-8	0	1.2	-2	-3
CCOc1ccc2[nH]c(=O)c(CN(CCO)C(c3nnnn3C3CCCCC3)C(C)C)cc2c1 (stereo not given)	-7	105	-1	-4	0.0	-3	11	-0.4	2	33
O=[N+]([O-])c1cc(CN2CCCC2)ccc1Sc1ccc(Cl)cc1	2	103	-4	-1	0.9	-4	.	-0.9	-2	2
Cc1c(C(=O)NCC2CCCO2)oc2ccc(Br)cc12 (stereo not given)	-1	97	-3	-1	0.2	-2	1	-3.0	1	3
Cc1nnc(SCC(=O)c2cc(C)n(-c3ccc4c(c3)OCO4)c2C)s1	0	99	-1	2	1.2	-2	10	-2.0	0	29

Only part of the results is shown; count on the stated rates, not on these rows.
